Screens deposited in PubChem by several laboratories.
AID2073: inhibitors of Mint1-CaV2.2 protein interaction, biochemical, HTRF (AID 2073). HTRF protein-protein interaction, Mint1-CaV2.2; higher % means a stronger effect. inhibition, % at 20 µM; hits with a dose series show IC50 in µM. 290,000 tested, 0.19% active; in the data active = inhibition mostly above about 51%, no sharp cut-off; inconclusive = no clear call, values can overlap the other calls; inactive = mostly below about 53%; note: some results filed as inactive read as strong as hits
P. falciparum M1AAP: P. falciparum M1AAP inhibitors, biochemical, fluorogenic H-Leu-NHMec substrate, 1536-well (AID 1445). recombinant M1AAP, H-Leu-NHMec fluorogenic kinetic assay; higher % means a stronger effect. one-dose inhibition, % at 30 µM; IC50 in µM for titrated hits. 220,000 tested, 0.42% active;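 active = primary inhibition above the hit cutoff, then over 50% inhibition at one or more dose response concentrations, cut at about 23% in these data, passing the limit was not always enough; inconclusive = conflicting primary data, or primary hits not chosen for dose response; inactive = low primary inhibition, or under 50% at every dose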;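 note: plate controls were DMSO full reaction for no effect and no enzyme background for full effect; strong numbers were not always called active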
XIAP antagonists: small molecules displacing peptide from XIAP – biochemical, IAP family, fluorescence polarization (AID 1018); XIAP BIR domain, fluorescence polarization peptide displacement; higher % means a stronger effect; 200,000 tested, 0.007% active; displacement, % at 20 µM; hits with a dose series show IC50 in µM; in the data active = displacement above about 50%; note: a part of the inactive calls stands beside numbers as strong as those of hits
Siah-1 displacement: blockers of Siah-1 interaction with plectin peptide – biochemical, fluorescence polarization, rhodamine-plectin, uHTS, primary screen (AID 1817); Siah-1 / rhodamine-plectin peptide fluorescence polarization; higher % means a stronger effect; displacement, % at 20 µM; hits with a dose series show IC50 in µM; 290,000 tested, 0.02% active;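 active = displacement of at least 50% at 20 µM, with a fluorescence ratio check between 0.3 and a set limit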;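 note: plate controls were Siah plus tracer with DMSO for no effect and tracer alone without Siah for full effect; strong numbers were not always called active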
P. falciparum M17LAP: P. falciparum M17LAP inhibitors, primary screen, biochemical, fluorogenic H-Leu-NHMec substrate, 1536-well (AID 1619); 220,000 tested, 0.38% active; inhibition, % at 30 µM, or IC50 in µM where a hit was titrated; recombinant M17LAP, H-Leu-NHMec fluorogenic kinetic assay; higher % means a stronger effect;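 active = compound inhibiting the enzyme by more than half at any dose during confirmatory dose-response retesting; inconclusive = strong single-dose inhibitors picked by rank but not retested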;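 note: plate controls were full reaction with DMSO carrier for no effect and no enzyme background for full effect; strong numbers were not always called active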
LYP inhibition: inhibitors of LYP phosphatase, biochemical, fluorescence intensity, uHTS (AID 1779); recombinant LYP phosphatase, fluorescence intensity; higher % means a stronger effect; one-dose inhibition, % at 11.5 µM; IC50 in µM for titrated hits; 290,000 tested, 0.054% active;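 note: plate controls were vehicle with enzyme for no effect and no enzyme for full effect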
CSM14.1 death rescue: rescue of cells from ER stress-induced death, primary screen, 384-well, CSM14.1, thapsigargin, ATP luminescence (AID 1222); CSM14.1 thapsigargin-induced death rescue, ATP luminescence; higher % means a stronger effect; cellular ATP content (survival), % at 20 µM; hits with a dose series show EC50 in µM; 190,000 tested, under 10 active;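 active = EC50 below 50 µM in the dose-response confirmation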;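 note: death triggered by thapsigargin at about 15 µM added after 2 h compound pretreatment; cell ATP read after overnight thapsigargin exposure of roughly 18 to 22 hours; normalized against plate controls of thapsigargin alone and 5% DMSO vehicle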
HEK293 NOD2/NF-kB: inhibition of NOD2-driven NF-kB reporter – cell-based, luminescence, uHTS, HEK293 (AID 1566). HEK293 NOD2/NF-kB luciferase reporter, luminescence; higher % means a stronger effect. inhibition, % at 4 µM; hits with a dose series show EC50 in µM. 290,000 tested, 0.63% active; note: many of its hits are not listed in these tables
Hep lipid drop: modulators of hepatic lipid droplet formation; AML12 mouse hepatocytes, oleate lipid droplets, BODIPY imaging; AID 1656; 240,000 tested, 0.4% active; inhibition, % at 6.5 µM;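 active = lipid droplet intensity inhibited by at least 50%, with more than 500 cells counted; inconclusive = wells with under 300 cells, treated as cytotoxic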
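Test system: AML12 hepatocytes (mouse); reagent: oleate loading, 100 µM; dosing: one dose, 6.5 µM compound; incubation: overnight exposure; signal: fluorescence imaging, 20x objective, two fields per well; read-out basis: % inhibition of corrected integrated BODIPY droplet signal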
Hep lipid drop cells 6.5 µM: further read-out of Hep lipid drop, marked with its call; cell count; measured here: cell count, cytotoxicity flag;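 cells counted across two imaged fields per well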
* marks the source's active call; other numbers are inactive results; ? = inconclusive; nt = no result given. Cut-off read from the data, not from the text of the source, unless noted: active = inhibition above about 50%; inactive = the rest. These rows are one share of the data. The share of hits here may be higher or lower than overall.

SMILES	AID2073	P. falciparum M1AAP	XIAP antagonists	Siah-1 displacement	P. falciparum M17LAP	LYP inhibition	CSM14.1 death rescue	HEK293 NOD2/NF-kB	Hep lipid drop	Hep lipid drop cells 6.5 µM
CCOC(=O)c1ccc(NC(=S)N(CCCN2CCCC(C)C2)Cc2cccs2)cc1 (stereo unspecified)	-33%	5%	-5.2%	2%	-2%	1%	-0.7%	2%	4	686
COc1ccccc1CNc1nc(C)c(C(C)=O)s1	-12%	nt	nt	2%	nt	-11%	nt	-2%	8	712
Cc1nn(CCC#N)c(C)c1Oc1ccccc1O	4%	-2%	nt	4%	-8%	-9%	nt	8%	23	707
O=C(COC(=O)/C=C/c1ccc(S(=O)(=O)N2CCOCC2)cc1)NCc1ccc(F)cc1	-12%	-6%	-2.4%	3%	-15%	-1%	-2.7%	-4%	18	728
CCN(CC)CC(C)CNC(=O)C1(O)c2ccccc2NC(=O)N1c1ccc(Cl)c(Cl)c1 (stereo unspecified)	5%	nt	nt	-1%	nt	-11%	nt	8%	-16	392
CCOc1ccccc1CN1CCN(CCCn2cccn2)CC1CCO (stereo unspecified)	50%	-10%	-3.1%	-2%	-1%	-4%	-0.7%	9%	-4	669
Cn1cnnc1SCC(=O)Nc1ccc2nc(SCc3ccccc3Cl)sc2c1	-1%	3%	-2.2%	4%	-13%	-5%	1.2%	11%	-8	726
Cn1c(SCCC(=O)O)nnc1-c1ccncc1	7%	6%	-1.6%	7%	-24%	-2%	-3.0%	0%	-24	675
COc1ccc(NC(=O)C(=O)NCCN2CCN(C(=O)c3cccs3)CC2)cc1	-8%	2%	-0.6%	2%	13%	-6%	-0.7%	4%	0	717
Cc1cc(C)cc(N2C(N)=NC(N)=NC2c2ccccc2F)c1 (stereo unspecified)	12%	nt	nt	1%	nt	-8%	nt	-10%	15	614
CC(=O)Nc1ccc(NS(=O)(=O)c2c(Cl)cccc2Cl)cc1	5%	6%	nt	-3%	-1%	-7%	nt	-60%	-18	645
CCCCc1nnc(NC(=O)C2CC(=O)N(c3ccc(C)cc3)C2)s1 (stereo unspecified)	-7%	-1%	-5.7%	-2%	-10%	-3%	0.4%	8%	2	656
CCC1(C)NC(C(=O)O)Cc2c1[nH]c1ccccc21 (stereo unspecified)	9%	nt	nt	3%	nt	-6%	nt	-7%	-5	829
CCc1ccc(C(=O)COC(=O)C(CCSC)NC(=O)C23CC4CC(CC(C4)C2)C3)cc1 (stereo unspecified)	1%	-1%	-0.4%	-6%	-7%	-10%	-0.4%	20%	-2	621
COc1ccc(Cc2nc3ccc(C(=O)NCCCSC)cc3o2)cc1OC	2%	nt	nt	5%	nt	-9%	nt	-31%	9	791

One compound at a time, from the list above:
COc1ccc(NC(=O)C(=O)NCCN2CCN(C(=O)c3cccs3)CC2)cc1 reads AID2073 = -8%; P. falciparum M1AAP = 2%; XIAP antagonists = -0.6%; Siah-1 displacement = 2%; P. falciparum M17LAP = 13%; LYP inhibition = -6%; CSM14.1 death rescue = -0.7%; HEK293 NOD2/NF-kB = 4%; Hep lipid drop = 0; Hep lipid drop cells 6.5 µM = 717
Cn1c(SCCC(=O)O)nnc1-c1ccncc1 reads AID2073 = 7%; P. falciparum M1AAP = 6%; XIAP antagonists = -1.6%; Siah-1 displacement = 7%; P. falciparum M17LAP = -24%; LYP inhibition = -2%; CSM14.1 death rescue = -3.0%; HEK293 NOD2/NF-kB = 0%; Hep lipid drop = -24; Hep lipid drop cells 6.5 µM = 675

Remaining list, next part
SMILES	AID2073	P. falciparum M1AAP	XIAP antagonists	Siah-1 displacement	P. falciparum M17LAP	LYP inhibition	CSM14.1 death rescue	HEK293 NOD2/NF-kB	Hep lipid drop	Hep lipid drop cells 6.5 µM
COc1ccc(N=C(NN)c2ccc3ccccc3n2)cc1	-16%	6%	2.2%	-9%	13%	-1%	-0.1%	-6%	-34	635
Nc1nnc(C(F)(F)F)s1	-2%	-2%	1.7%	6%	4%	-6%	-0.7%	19%	25	680
CCCCN1C2CCCC1CC(NC(=O)c1ccccc1Cl)C2 (stereo unspecified)	-7%	nt	nt	-6%	nt	-11%	nt	-4%	-7	809
COc1ccccc1NC(=O)C1=C(C)NC(=O)NC1c1ccccc1[N+](=O)[O-] (stereo unspecified)	55%*	10%	-11%	-12%	17%	3%	-1.8%	-43%	7	681
CCc1c(C)sc(NC(=O)c2ccco2)c1C(=O)N1CCCCC1	-7%	6%	5.5%	-1%	-1%	-1%	2.6%	-1%	-4	762
O=[N+]([O-])c1ccc(N=NN(CCO)CCO)cc1	9%	12%	1.6%	-1%	34%	-4%	0.0%	-7%	4	648
O=c1cc(C(F)(F)F)nc(-c2cccnc2)[nH]1	-8%	5%	-2.8%	-5%	5%	-5%	-0.3%	1%	-11	532
COC(=O)/C(=C\Nc1ccc(OC)cc1)NC(=O)c1ccc(Cl)cc1Cl	-8%	15%	-5.8%	2%	-1%	-4%	1.1%	4%	2	754
COc1ccc(C2CC(=O)Oc3c2c(=O)n(C)c2ccccc32)c(OC)c1OC (stereo unspecified)	11%	7%	-6.5%	3%	9%	0%	-0.9%	14%	0	697
O=C(Nc1ccccc1)/C(=C\c1cccs1)NC(=O)c1ccccc1	0%	0%	-4.1%	4%	1%	-4%	-2.0%	-12%	-1	708
COCc1ccc(C(=O)N2CCCC(CNC(=O)c3ccc(F)cc3)C2)o1 (stereo unspecified)	2%	nt	nt	-1%	nt	-1%	nt	3%	-18	659
Cc1cc(C)c(C(=O)Nc2ccc(S(=O)(=O)Nc3ccccn3)cc2)c(C)c1	-2%	nt	nt	0%	nt	-6%	nt	13%	-11	714
COc1ccc(-c2cc(C(F)(F)F)n3nc(C(=O)N4CCN(C(=O)c5ccco5)CC4)cc3n2)cc1	38%	nt	nt	4%	nt	-8%	nt	40%	-1	719
CN(CC(=O)NCCCc1ccccc1)Cc1ccc(Br)cc1	8%	nt	nt	0%	nt	-9%	nt	8%	-1	831
CCOc1ccc(NC(=S)N(CCCN2CCOCC2)Cc2cn(C)c3ccccc23)cc1	-15%	-3%	-12%	-6%	-14%	-6%	-1.9%	18%	-9	659

Seven records drawn at random from the list so far, as already listed:
SMILES	AID2073	P. falciparum M1AAP	XIAP antagonists	Siah-1 displacement	P. falciparum M17LAP	LYP inhibition	CSM14.1 death rescue	HEK293 NOD2/NF-kB	Hep lipid drop	Hep lipid drop cells 6.5 µM
Nc1nnc(C(F)(F)F)s1	-2%	-2%	1.7%	6%	4%	-6%	-0.7%	19%	25	680
COc1ccc(C2CC(=O)Oc3c2c(=O)n(C)c2ccccc32)c(OC)c1OC (stereo unspecified)	11%	7%	-6.5%	3%	9%	0%	-0.9%	14%	0	697
CCc1c(C)sc(NC(=O)c2ccco2)c1C(=O)N1CCCCC1	-7%	6%	5.5%	-1%	-1%	-1%	2.6%	-1%	-4	762
O=[N+]([O-])c1ccc(N=NN(CCO)CCO)cc1	9%	12%	1.6%	-1%	34%	-4%	0.0%	-7%	4	648
O=c1cc(C(F)(F)F)nc(-c2cccnc2)[nH]1	-8%	5%	-2.8%	-5%	5%	-5%	-0.3%	1%	-11	532
CN(CC(=O)NCCCc1ccccc1)Cc1ccc(Br)cc1	8%	nt	nt	0%	nt	-9%	nt	8%	-1	831
COC(=O)/C(=C\Nc1ccc(OC)cc1)NC(=O)c1ccc(Cl)cc1Cl	-8%	15%	-5.8%	2%	-1%	-4%	1.1%	4%	2	754

(continued)
SMILES	AID2073	P. falciparum M1AAP	XIAP antagonists	Siah-1 displacement	P. falciparum M17LAP	LYP inhibition	CSM14.1 death rescue	HEK293 NOD2/NF-kB	Hep lipid drop	Hep lipid drop cells 6.5 µM
Cc1ccc(C(=O)Nc2ccc3ccccc3n2)cc1	-5%	nt	nt	1%	nt	5%	nt	-183%	-8	773
CCCCC(=O)Nc1ccc(Br)cc1C(=O)O	1%	-5%	-0.4%	2%	13%	-6%	-1.2%	22%	0	735
O=C(NCCCN1CCOCC1)Nc1ccc(Cc2ccc(NC(=O)NCCCN3CCOCC3)cc2)cc1	-2%	6%	-8.0%	-5%	6%	-2%	-3.1%	2%	6	761
Cc1oc(/N=C/c2ccccc2O)c(C#N)c1C	5%	5%	-2.7%	-4%	1%	-5%	nt	3%	nt	nt
Cc1ccc(S(=O)(=O)/N=C2/NC(=O)/C(=C/c3ccccn3)S2)cc1	8%	14%	-5.1%	2%	54%	1%	-2.6%	30%	6	706
C=CCc1ccccc1OCC(O)Cn1ccnc1C (stereo unspecified)	8%	1%	-6.3%	6%	9%	-11%	-0.4%	5%	nt	nt
Cc1ccccc1CNC(=O)CCC(=O)N1CCOc2ccc(Cl)cc21	-1%	nt	nt	15%	nt	-11%	nt	3%	-3	724
COc1ccc(CCc2nnc(CCC(=O)NCc3cnn(-c4ccccc4C)c3)o2)cc1	9%	8%	-9.7%	1%	6%	-7%	0.1%	2%	-3	768
O=C1OCc2ccc(NC(=O)c3sccc3Cl)cc21	-2%	3%	nt	14%	-5%	-6%	nt	-1%	4	653
COc1ccccc1/C=C/CN1CCC(n2nccc2NC(=O)C2CC2)CC1	-3%	nt	nt	-3%	nt	-17%	nt	15%	-13	840
CC(=O)Nc1ccccc1OCc1nnc(-c2ccccc2Cl)o1	0%	nt	nt	1%	nt	-1%	nt	9%	-12	806
C=CCON1C(=O)c2ccccc2C1=O	?	-5%	-1.2%	1%	-9%	-4%	-1.6%	-13%	19	766
Cn1cccc1/C=N/N1CCN(Cc2ccccc2Cl)CC1	-34%	-1%	nt	6%	-12%	-3%	nt	-2%	1	679
Cc1c(O)nc(SCC(=O)Nc2ccc3c4c(cccc24)CC3)n(-c2ccc(F)cc2)c1=O	8%	11%	-4.2%	6%	6.4µM*	4%	-1.1%	9%	2	665
Cn1c(-c2sc3cc(C(F)(F)F)cnc3c2-c2ccccc2)n[nH]c1=S	-18%	-9%	-5.5%	0%	7%	4%	-1.0%	4%	14	806
CSCCC(NC(=O)C1CCC(C)CC1)C(=O)O (stereo unspecified)	21%	-1%	-6.3%	-4%	2%	0%	-2.5%	-2%	0	666
CC1(C)CC(=O)C2=C(C1)N(c1ccc(F)cc1)C(=O)C2(O)C(F)(F)F (stereo unspecified)	17%	11%	-6.6%	-4%	-3%	-6%	1.9%	6%	nt	nt
Cc1cc(-c2ccc(Br)s2)nc(-n2cccc2)n1	40%	15%	-1.4%	-2%	4%	-11%	-2.6%	13%	-9	609
